LAP4 TOR yeast: modulators of LAP4-GFP expression in yeast, primary screen, S. cerevisiae, multiplex flow cytometry, MLPCN library | AID 2023, 2009 | GFP response vs DMSO, % at 10 µM | 3 h; median GFP as percent of DMSO wells | hit rate 0.34% among 320,000;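 active = GFP response vs DMSO above a set limit, about the screen mean plus 3 SD, cut at about 150% in these data; inconclusive = under 70 cell events counted for the yeast strain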
GASC-1 inh: inhibitors of GASC-1 histone demethylase, primary screen, biochemical, fluorescence, DELFIA europium; inhibition, % at 2.35 µM; AID 2099, 2009; Lysine-specific demethylase 4C (Homo sapiens), Q9H3R0; hit rate 0.069% among 330,000; GST-JMJD2C(1-420) H3K9me3 demethylation;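 active = more than half of a compound's replicate wells show inhibition beyond 50%, single wells judged on their own value; inconclusive = some, but no more than half, of replicates pass 50% inhibition; inactive = no replicate passes 50% inhibition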;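 note: signal counts dimethyl H3K9 product captured on neutravidin plate; 0% = median of DMSO wells and 100% = 0.3 times that DMSO median; strong numbers were not always called active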
Target sequence (Q9H3R0 1-420 limits assumed): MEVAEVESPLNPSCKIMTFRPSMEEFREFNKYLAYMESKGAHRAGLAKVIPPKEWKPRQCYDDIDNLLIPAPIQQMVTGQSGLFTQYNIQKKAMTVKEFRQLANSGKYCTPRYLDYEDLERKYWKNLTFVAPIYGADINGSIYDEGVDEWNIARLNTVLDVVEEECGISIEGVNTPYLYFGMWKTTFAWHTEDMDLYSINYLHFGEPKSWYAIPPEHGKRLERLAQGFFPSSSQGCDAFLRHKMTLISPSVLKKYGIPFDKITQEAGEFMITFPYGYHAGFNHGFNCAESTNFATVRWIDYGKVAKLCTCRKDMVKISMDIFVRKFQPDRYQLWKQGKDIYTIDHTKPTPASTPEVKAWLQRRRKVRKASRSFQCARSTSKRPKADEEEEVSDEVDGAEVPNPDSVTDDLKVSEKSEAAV
RPL19A-GFP yeast: RPL19A-GFP expression modulators in yeast, primary screen, cell-based, S. cerevisiae, multiplex flow cytometry, MLPCN; hit rate 0.3% among 330,000; percent response vs DMSO, % at 10 µM; S. cerevisiae RPL19A-GFP strain, 3 h; stronger effect = lower value;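 active = percent response vs DMSO below 50%; inconclusive = fewer than 70 events counted for the yeast strain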;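 note: median channel GFP fluorescence of the barcoded RPL19A-GFP strain; ratio of sample median GFP to plate DMSO average so 100% = DMSO; lower means less RPL19A-GFP as with rapamycin TOR inhibition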
CR mimetic SO: reduction of superoxide in aged yeast, primary screen, HTS; S. cerevisiae aged cells, superoxide DHE fluorescence; stronger effect = lower value; superoxide response (% of plate mean), % at 10 µM; hit rate 0.18% among 330,000; AID 2690, 2010;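 active = superoxide response under a set limit, about three screen SD below normal, cut at about 65% in these data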;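 note: yeast aged for seven days with compound at 30 °C before DHE staining; 100% = average MFI of all compound-treated wells on the plate with controls excluded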
AHR activator: AHR activators, primary screen, cell-based, luminescence, luciferase reporter, human | Aryl hydrocarbon receptor (Homo sapiens), P35869 | hit rate 2.5% among 320,000 | AID 2796, 2010 | activation, % at 5 µM | AHR-responsive luciferase reporter cells; in the data active = activation above about 47%;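 note: 0% = vehicle wells and 100% = reference agonist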
procasp7 counter: procaspase-7 activators, primary screen, counter-screen for procaspase-3 activator project, biochemical, absorbance, HTS, human. Caspase-7 (Homo sapiens), P55210. recombinant procaspase-7, Ac-DEVD-pNA absorbance 405 nm; D23A/D198A/D206A triple mutant, cannot self-cleave; scale: DMSO 0, 5 µM enzyme 100. activation, % at 8.5 µM. hit rate 0.093% among 330,000. AID 463210, 2010;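 active = percent activation above the screen-wide mean plus 3 SD, cut at about 25% in these data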
Target sequence (P55210 whole entry D23A/D198A/D206A): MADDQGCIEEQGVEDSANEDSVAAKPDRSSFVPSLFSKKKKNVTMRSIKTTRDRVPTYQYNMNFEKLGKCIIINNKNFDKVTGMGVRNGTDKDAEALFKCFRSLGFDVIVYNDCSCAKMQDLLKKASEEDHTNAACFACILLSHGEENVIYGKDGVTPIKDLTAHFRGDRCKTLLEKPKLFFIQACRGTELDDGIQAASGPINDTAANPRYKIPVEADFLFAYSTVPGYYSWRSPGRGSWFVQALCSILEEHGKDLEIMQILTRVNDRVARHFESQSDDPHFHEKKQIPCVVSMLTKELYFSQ
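Material: Procaspase-7 triple mutant (PC-7 D3A) | Quantity: 2 µM procaspase-7 mutant as dispensed | Reagent: DEVD-pNA substrate | Times: 1 h preincubation, 2 h reaction | Technique: 405 nm absorbance of p-nitroaniline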
proCasp3 act: activators of human procaspase-3 D3A mutant, primary screen, biochemical, absorbance, PC-3 D3A mutant, single concentration | Caspase-3 (Homo sapiens), P42574 | recombinant procaspase-3 D3A, Ac-DEVD-pNA absorbance 405 nm | activation, % at 8.5 µM | hit rate 0.11% among 330,000 | AID 463141, 2010;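 active = activation above the mean of all tested compounds plus 3 SD, cut at about 21% in these data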;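 note: 0% = DMSO alone and 100% = DMSO wells spiked with extra 5 µM PC-3 D3A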
Target sequence (P42574 whole entry D9A/D28A/D175A): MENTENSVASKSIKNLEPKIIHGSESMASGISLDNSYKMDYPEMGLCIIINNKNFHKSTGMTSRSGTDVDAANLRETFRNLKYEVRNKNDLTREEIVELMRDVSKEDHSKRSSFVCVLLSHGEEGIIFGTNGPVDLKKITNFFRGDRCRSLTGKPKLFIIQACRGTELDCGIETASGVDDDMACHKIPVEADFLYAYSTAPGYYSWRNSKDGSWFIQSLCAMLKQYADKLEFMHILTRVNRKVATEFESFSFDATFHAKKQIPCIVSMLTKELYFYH
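Evaluation: percent activation relative to control range; Material: Procaspase-3 D3A mutant, all three cleavage aspartates alanine; Compound: single dose, 8.5 µM nominal compound, 0.8% DMSO; Replication: one well per compound; Signal: absorbance at 405 nm, 0 and 120 min; Schedule: 1 h preincubation plus 2 h reaction at 25 °C.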
MEP2-GFP yeast: modulators of MEP2-GFP levels in yeast, primary screen, S. cerevisiae, multiplex flow cytometry, MLPCN library. S. cerevisiae MEP2-GFP strain, 3 h; 100% = DMSO control level. GFP response vs DMSO, % at 10 µM. hit rate 0.51% among 330,000. AID 2016, 2009;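 active = GFP response versus DMSO above a set limit, roughly screen mean plus 3 SD, cut at about 180% in these data; inconclusive = fewer than 70 cells counted for a yeast strain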;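 note: median GFP fluorescence of the barcode-gated MEP2-GFP cells per well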
The depositor's hits bear a star; ? = inconclusive; · = no result given; & = joins results of further samples; [ ] = dose if it differs, or a comment. This is a random part of the collection; overall some 3.8% were active at least once.

SMILES	LAP4 TOR yeast	GASC-1 inh	RPL19A-GFP yeast	CR mimetic SO	AHR activator	procasp7 counter	proCasp3 act	MEP2-GFP yeast
CC1(C)N(O)CC(c2cccs2)=[N+]1[O-]	108	3	97	82	-1	7	-10	104
CCOC(=O)C1CCN(CCC(=O)Nc2ccc(Cl)cc2)CC1	100	4	100	116	6	6	-1	108
Cc1[nH]nc2c1C1(CCC3(CC1)OCCO3)C(C#N)=C(N)O2	87	-1	94	87	-2	-2	-6	94
CN(CCc1ccccn1)C(=S)Nc1cccc(S(=O)(=O)N(C)C)c1	107	-12	99	103	3	-7	-1	110
COc1ccccc1/C=C/C(=O)NC(=S)Nc1ccc(S(=O)(=O)N(C)c2ccccc2)cc1	101	-1	98	90	2	-7	-7	97
Cc1nc2ccccc2c2nc(NC(=O)C(F)(F)F)nn12	112	2	101	100	3	2	4	123
COc1cc(CNC(=O)c2ccccc2NC(=O)C2=C(C)OCCS2)cc(OC)c1OC	88	5	97	82	1	-1	9	92
O=C1CC(C(=O)O)S/C(=N\NC(=O)c2ccc(F)cc2)N1 (stereo unspecified)	96	-14	99	97	-1	3	6	95
CC(C)(CN1CCCCC1)NS(=O)(=O)c1ccc(Cl)cc1	93[may fluoresce violet]	8	69[may fluoresce violet]	81	0	4	1	138[may fluoresce violet]
CC1CCCCC1NC(=O)Cn1nnc2ccccc2c1=O (stereo unspecified)	?	-18	91	114	0	0	0	?
O=C(CSc1nc(-c2ccccc2)cc(C(F)(F)F)n1)c1cccc([N+](=O)[O-])c1	103	12	106	93	7	16	-8	104
O=C(COC(=O)CNC(=O)c1cccc([N+](=O)[O-])c1)Nc1ccccc1OC(F)F	103	-10	117	101	-1	-4	3	112
O=C(COC(=O)/C=C/c1cccs1)NC(=O)Cc1ccccc1	100	104	91	93	-1	6	1	93
Cc1csc(-c2cnn(-c3ccccc3)c2NC(=O)c2cccc(C(F)(F)F)c2)n1	108	14	108	102	3	5	-2	114
Cc1cccc2c1N(CCCOc1ccccc1)C(=O)C2=O	92	7	99	110	-4	6	4	95
COc1ccccc1CN1CCN(Cc2nc(Cc3ccccc3)no2)CC1	103	1	97	97	1	0	2	105
CCCN(Cc1ccccc1)C(=O)Nc1ccc2c(c1)nnn2C	98	12	104	85	8	8	2	101
CN1Cc2c(N3CCOCC3)nc3sc(C(=O)c4ccccc4)c(N)c3c2CC1(C)C	108	-1	93	97	-2	-11	-6	96
N#CC1=C2SCN(Cc3ccccc3)CN2C(=O)CC1c1ccccc1F (stereo unspecified)	106	5	97	85	-1	-23	-25	107
COc1ccc2c3n(nc2c1)CCN=C3c1ccc(C)cc1	126	-3	93	94	22	-1	5	93
O=C(Nc1c(C(=O)NCc2ccco2)cnn1-c1ccccc1)c1ccc(F)cc1	77	0	86	87	-1	-3	5	90
Cc1nc2ccc(NC3=NCCCCC3)cc2s1	82	-4	103	89	4	-25	-14	107
CCOc1ccc2nc(NC(=O)c3ccco3)sc2c1	87	-12	105	102	-7	7	-8	99
CCOC(=O)N1CCC(N(CCN(C)C)C(=S)Nc2cccc(Cl)c2C)CC1	96	-27	99	108	-1	7	-9	98
O=C(Cc1ccccc1)Nc1cccc(-c2nc3ncccc3o2)c1	108	7	99	98	-18	-6	6	100
Cc1ccc(S(=O)(=O)NCCCn2ccnc2)cc1	91	3	105	101	3	-1	8	80
Cc1cc(S(=O)(=O)NCC2CCCO2)c(C)cc1Br (stereo unspecified)	102	6	112	92	0	5	5	111
CCOC(=O)C1CCN(C(=O)COC(=O)CSc2ccccc2C)CC1	98	·	100	122	1	8	9	103
COc1ccc(C(CNC(=O)Cc2ccc(-c3ccccc3)cc2)N(C)C)cc1 (stereo unspecified)	90	-3	101	94	2	0	4	109
CC(C)(C)NC(=O)c1ccc(Sc2ccccc2)c([N+](=O)[O-])c1	101	-2	101	135	22	-10	0	106
COc1cc(C)c(N)cc1C(C)C	103	0	100	102	0	2	6	106
COc1cc2ccccc2cc1C(=O)Nc1ccccc1N1CCN(S(C)(=O)=O)CC1	105	7	101	111	14	13	-2	103
O=C(c1ccc(-c2cccc(C(F)(F)F)c2)o1)N1CCN(c2ccccc2O)CC1	96	3	93	124	11	-4	-11	90
Cc1occc1C(=O)NCc1ccc2c(c1)OCO2	91	3	96	92	4	-13	-3	97
O=C(Cc1cccs1)Nc1cccnc1	96	5	102	94	0	1	-1	104
COc1ccc(/C=C(\NC(=O)c2ccc(OCC(C)C)cc2)C(=O)OCc2ccco2)cc1	92	6	108	100	1	1	-1	107
O=C(Cc1ccccc1[N+](=O)[O-])N1CCN(c2ccc(F)cc2)CC1	103	29	93	117	1	7	1	94
CCOC(=O)C1=C(C)N(CCCCCC(=O)O)C(=O)NC1c1ccccc1Cl (stereo unspecified)	106	-15	100	112	6	-3	0	96
O=C(O)c1ccccc1NS(=O)(=O)c1ccc2c3c(cccc13)C(=O)N2	86	-30	90	102	4	4	6	88
COc1ccc(S(=O)(=O)N2CCOCC2)cc1NC(=O)COC(=O)c1oc2ccccc2c1C	96	-6	99	96	1	9	11	99
CCOC(=O)C1C2C=CC3(CN(Cc4ccccc4)C(=O)C13)O2 (stereo unspecified)	102	?	113	100	1	5	3	101
Cc1ccc(-c2nc(CS(=O)CC(=O)NCCN(CC(C)C)CC(C)C)c(C)o2)cc1 (stereo unspecified)	103	5&4	104	103	-2	3	15	110
NC(=O)c1sc(=S)n(-c2ccc(Br)cc2)c1N	102	-12	106	101	37	-3	-6	105
O=C(Cc1nnc(NC(=O)c2cccc([N+](=O)[O-])c2)s1)NCc1ccccc1	88	0	104	105	0	-3	-6	112
CCOC(=O)C(=O)NC(C)CCc1ccccc1 (stereo unspecified)	89	8	103	98	0	3	12	98
Cc1ccc(C(=O)CCC(=O)Nc2cccc(C(F)(F)F)c2)cc1	95	3	99	112	-1	-8	8	100
CCOC(=O)CN1C(=O)C(C)(C)Oc2ccc(C(=O)Nc3ccccc3OC)cc21	101	-14	96	94	15	-17	-9	95
N#Cc1ccc(C(=O)Nn2cnnc2)cc1	99	1	102	87	0	4	4	104
Cc1ccc(NS(=O)(=O)c2cccc(C(=O)NCC(c3ccco3)N3CCCC3)c2)cc1 (stereo unspecified)	109	5	96	116	4	9	0	109
O=C(/C=C/C(=O)N1CCc2ccccc2C1)N1CCc2ccccc2C1	104	9	102	99	-1	2	-6	102
CC(C)(C)NC(=O)CSc1nnc(-c2ccncc2)o1	90	-23	99	92	0	-5	1	95
CC(Sc1nn(-c2ccccc2)c(=S)s1)C(=O)NCC1CCCO1 (stereo unspecified)	107	-8	103	92	-1	-16	6	106
CCCOC(=O)C1[C@H]2C(=O)N(Cc3ccco3)C[C@]23C=C[C@H]1O3 (stereo partly specified)	95	-23	106	103	1	6	-1	102
COc1ccc(NC(=O)CC(C)C)c([N+](=O)[O-])c1	104	0	107	109	3	1	12	111
COc1ccc(OC)c(NC(=O)CSc2nc(=O)n(CCN3CCOCC3)c3c2CCC3)c1	115	-13	97	102	4	2	16	92
CN1C(=O)[C@H]2[C@@H](/C=C/c3ccccc3)N3C(=O)CN(CCO)C(=O)[C@@]3(C)[C@H]2C1=O	107	-5	86	100	3	4	-5	88
CCCCC1CCC(C(=O)N(CCOC)c2c(N)n(CC(C)C)c(=O)[nH]c2=O)CC1 (stereo unspecified)	93	7	87	120	-2	4	4	102
COc1ccc(CC(=O)OCC(=O)NCc2ccco2)cc1	109	0	102	108	-3	4	11	101
Cc1ccc(-c2nc(NC(=O)CSc3ccc4ccccc4n3)ns2)cc1	103	6	100	97	0	-9	-4	111
CC(C)(C)C(=O)Nc1nc2c(s1)COc1ccccc1-2	107	-11	96	90	22	-3	-1	101

Limited to RPL19A-GFP yeast and LAP4 TOR yeast, for 4 of the compounds above:
mol | RPL19A-GFP yeast | LAP4 TOR yeast
COc1ccc(CC(=O)OCC(=O)NCc2ccco2)cc1 | 102 | 109
COc1ccc(NC(=O)CC(C)C)c([N+](=O)[O-])c1 | 107 | 104
CC(C)(C)NC(=O)CSc1nnc(-c2ccncc2)o1 | 99 | 90
CC(Sc1nn(-c2ccccc2)c(=S)s1)C(=O)NCC1CCCO1 (stereo unspecified) | 103 | 107

(continued)
SMILES	LAP4 TOR yeast	GASC-1 inh	RPL19A-GFP yeast	CR mimetic SO	AHR activator	procasp7 counter	proCasp3 act	MEP2-GFP yeast
Cn1c(=O)c2c(ncn2CC(=O)N2CCOCC2)n(C)c1=O	96	-2	100	97	-1	5	8	102
Cc1ccc2oc(=O)c3cc(C(=O)N4CCN(C(=O)c5ccco5)CC4)sc3c2c1	103	7	100	102	1	12	-2	102
CC(C)(C)NC(=O)C(c1ccsc1)N(CCc1ccccc1)C(=O)Cn1nnc2ccccc21 (stereo unspecified)	94	?	88	111	3	-9	1	95
O=C(OCC(=O)N1CCc2ccccc21)c1cccnc1Cl	105	10	99	85	1	-9	6	102
CC(C)c1ccc(NC2CCCN(C(=O)c3ccoc3)C2)cc1 (stereo unspecified)	94	7	101	95	14	8	-5	104
Cc1c(C)c2ccc(O[C@@H]3O[C@H](CO)[C@@H](O)[C@H](O)[C@H]3O)c(C)c2oc1=O	88	1	98	100	·	·	·	99
Cc1cccc(C)c1OCC(=O)Nn1c(=O)[nH]c2ccccc2c1=O	103	-9	114	103	2	-1	2	107
C=CC[C@H](CC(=O)N(CCO)Cc1ccccc1)C(=O)N[C@@H](COC(=O)[C@@H](CC=C)CC(=O)OC(C)(C)C)Cc1c[nH]c2ccccc12	96	·	90	93	-1	14	-3	94
CCc1ccc(S(=O)(=O)Nc2ccc(Cl)cn2)cc1	97	-2	105	99	·	·	·	104
CC(C)c1ccc(S(=O)(=O)N2CCN(C(=O)CCNS(=O)(=O)c3ccccc3F)CC2)cc1	112	-2	94	107	3	-4	3	97
Cc1cc(/C=N/NC(=O)c2cccc([N+](=O)[O-])c2)c(C)n1-c1ccc(Cl)cc1Cl	99	7	98	107	6	0	0	101
CCn1c(SCC(=O)Nc2cc(C)on2)nnc1-c1ccccc1	98	-8	100	103	-1	8	-7	103
O=c1c2ccsc2ncn1Cc1cccc(C(F)(F)F)c1	111	3	104	116	2	20	4	115
CCC(C#CCN1CCOCC1)(CC)OCCC#N	93	-1	96	90	-1	6	9	97
CSC1=NCCN1C(=O)c1c(F)cccc1F	94	·	97	92	0	-2	-7	102
CC1CN(c2snnc2C=C2C(=O)OC(C)(C)OC2=O)CC(C)O1 (stereo unspecified)	99	-4	97	118	1	2	-9	101

Screening results: PubChem BioAssay, several laboratories
